Screening data (PubChem)
esBAF inh – Bmi1 luciferase reporter increase in mESCs, primary screen, esBAF inhibitor project, mouse ES cells, Bmi1 luciferase knock-in, single point | 24 h; 100% = twice the neutral-well signal | reporter increase, % at 12.5 µM | actives 2% (n = 350,000); in the data active = activation above about 40%; inconclusive = no clear call, values can overlap the other calls;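 note: 0% = median of the plate's neutral control wells and 100% = double that signal; a rise in the Bmi1 reporter signal indicates esBAF inhibition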
Casp6 inh – human caspase-6 inhibitors, primary screen, biochemical, VEID-R110 fluorescence, single point, set 2. purified caspase-6, Z-VEID-R110 cleavage fluorescence. actives 0.53% (n = 350,000). inhibition, % at 12.5 µM. AID 686996, 2013. P55212;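 active = mean inhibition across replicates at least about 35%, with every replicate also reaching that limit, limit read from the data; inconclusive = only one of the two criteria met; inactive = neither criterion met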;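 note: 0% = median of neutral control wells and 100% = no fluorescence left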
Target sequence (P55212 24-179 limits assumed): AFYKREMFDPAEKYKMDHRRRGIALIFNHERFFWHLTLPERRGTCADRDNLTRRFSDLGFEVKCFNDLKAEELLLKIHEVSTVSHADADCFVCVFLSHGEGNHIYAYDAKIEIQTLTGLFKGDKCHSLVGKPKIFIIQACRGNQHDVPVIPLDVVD
Target sequence (P55212 194-293 limits assumed): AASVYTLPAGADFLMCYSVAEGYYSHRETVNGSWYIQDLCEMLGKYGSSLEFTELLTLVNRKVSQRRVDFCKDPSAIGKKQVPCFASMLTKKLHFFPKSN
SIRT5 inh – SIRT5 desuccinylase inhibitors, primary screen, biochemical, fluorescence imaging, single point, set 5. NAD-dependent protein deacylase sirtuin-5, mitochondrial (Homo sapiens), Q9NXA8. Purified SirT5, succinyl-peptide AMC, trypsin-coupled fluorescence. inhibition, % at 15 µM. actives 1.1% (n = 330,000); in the data active = inhibition above about 15%; inconclusive = no clear call, values can overlap the other calls
Target sequence (Q9NXA8 whole entry, looked up): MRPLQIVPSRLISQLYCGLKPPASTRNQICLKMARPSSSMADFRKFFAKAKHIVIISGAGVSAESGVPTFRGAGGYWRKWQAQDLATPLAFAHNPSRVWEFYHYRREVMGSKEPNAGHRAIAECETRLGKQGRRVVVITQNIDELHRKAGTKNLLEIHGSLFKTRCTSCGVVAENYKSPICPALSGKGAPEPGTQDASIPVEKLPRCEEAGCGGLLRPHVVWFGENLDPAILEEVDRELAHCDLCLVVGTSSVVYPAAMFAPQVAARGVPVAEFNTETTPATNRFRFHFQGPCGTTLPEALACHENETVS
Statin myotox sup – suppressors of statin myotoxicity in C2C12 myotubes, primary screen, cell-based, single point, plate reader; C2C12 myotubes + simvastatin, ATP luminescence, 48 h; scaled: DMSO 0, geranylgeraniol control 100; rescue of ATP level, % at 7.49 µM; actives 0.78% (n = 330,000); AID 602340, 2012;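 active = mean ATP rescue above about 67%, or every replicate alone reaching that limit, limit read from the data, passing the limit was not always enough; inconclusive = no clear call, values can overlap the other calls; inactive = mean under the limit and some replicate under it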;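 note: myotubes were challenged with 10 µM simvastatin during compound exposure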
FN deposition inh – inhibitors of fibronectin matrix deposition, primary screen, AH1F cells, Alexa488-fibronectin fluorescence, plate reader; AH1F fibroblasts, overnight; inhibition, % at 12.6 µM; actives 0.086% (n = 350,000); AID 743247, 2014;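 active = mean inhibition across replicates of 30% or more, regardless of how many single replicates reach that level; inconclusive = mean under 30% yet at least half of replicates reach 30%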;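 note: positive control wells lacked labelled fibronectin entirely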
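Material: AH1F fibroblast monolayer depositing Alexa488-labelled fibronectin into matrix / Amount: 10000 AH1F cells per well / Signal: fluorescence 485/525 nm / Medium: DMEM, 2% serum / Compound: single dose, pinned / Incubation: 1 h cell adhesion before compound, then overnight fibronectin incubation / Reagent: Alexa488-FN, 24 nM final / Read-out: inhibition of fibronectin deposition signal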
S100A4 MyoIIA – inhibitors of S100A4-myosin IIA peptide binding, primary screen, biochemical, fluorescence polarization, TAMRA-MyoIIA peptide; inhibition, % at 10.7 µM; actives 0.14% (n = 360,000);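 active = mean inhibition of at least 70% across replicates, with every replicate also reaching that level; inconclusive = mean inhibition reaches 70% but some replicates fall short; inactive = mean inhibition below 70%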
Target sequence (P26447 whole entry, looked up): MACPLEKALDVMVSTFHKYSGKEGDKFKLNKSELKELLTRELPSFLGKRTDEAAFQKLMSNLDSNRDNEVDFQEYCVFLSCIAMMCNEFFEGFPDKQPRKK
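Test system: S100A4 monomer protein; Medium: HEPES pH 7.2 with CaCl2, KCl, NaCl, DTT, Triton; Probe or stimulus: TAMRA-labelled myosin IIA heavy-chain peptide probe, 5 nM; Doses: one dose per compound; Times: polarization read 5 min after assay mix addition, stable 5–60 min; Benchmarks: neutral control DMSO, positive control TFP.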
LGR2 inh – inhibitors of bursicon-induced LGR2 CRE-luciferase signal, primary screen, cell-based, HEK293, CRE-luciferase reporter, bursicon stimulation | Drosophila bursicon receptor LGR2 (rickets) | actives 0.35% (n = 380,000) | AID 720647, 2013 | bursicon-stimulated, 4 h | inhibition, % at 9.99 µM;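 active = drop in luminescence signal, shown as inhibition above about 50% in the replicate tests, limit read from the data, passing the limit was not always enough; inconclusive = probably only some replicates passing the limit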;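 note: agonist challenge used bursicon conditioned medium at about half maximal strength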
The depositor's hits bear a star; ? = inconclusive; . = not tested or not shown; & = joins results of further samples. Only part of the results is shown (hit frequency here may not be typical).

SMILES	esBAF inh	Casp6 inh	SIRT5 inh	Statin myotox sup	FN deposition inh	S100A4 MyoIIA	LGR2 inh
Cc1ccc(S(=O)(=O)CC(=O)Nc2ncc([N+](=O)[O-])s2)cc1	-4	18	1	-3	2	7	-4
CC1=CN(S(=O)(=O)c2ccc(C)cc2)C[C@@H]2c3ccccc3N(S(=O)(=O)c3ccc(C)cc3)[C@H]12	-8	1	0	-23	.	-2	-16
COc1ccc(C)cc1S(=O)(=O)NCC(c1ccco1)N1CCc2ccccc2C1 (stereo not given)	-4	0	0	2	-4	1	4
CC(=O)c1ccc(N2C(=NC(=O)CCc3ccccc3)SC3CS(=O)(=O)CC32)cc1 (stereo not given)	0	-2	3	4	-4	-2	1
CC(O)(c1ccc(F)c(F)c1)c1nc(-c2ccc(F)c(Cl)c2)cs1 (stereo not given)	-8	6	1	4	-1	70	-16
O=C(c1cccc(S(=O)(=O)N2CCOCC2)c1)N1CCN(C/C=C/c2ccccc2)CC1	-3	1	-3	0	5	1	1
O=C(CCC(=O)N1CCSc2ccccc21)Nc1ccc(F)cc1	1	-2	-4	10	-5	-2	-5
CCNC(=S)Nc1ccc(Cc2nc3ccccc3[nH]2)cc1	2	-4	-2	14	-2	-7	7
CCOC(=O)N1CCN(C(=O)c2sc3nc(-c4ccc(F)cc4)cn3c2C)CC1	7	.	.	-12	0	.	.
CCOC(=O)C1=C(COC(=O)CSc2ccc(C)cc2)NC(=O)NC1C (stereo not given)	-2	9	1	0	-1	-3	-1
COC(=O)c1ccc(/C=C(/NC(=O)c2ccccc2)C(=O)N2CCOCC2)cc1	-5	1	-2	-1	2	0	5
O=C(Nc1cnccc1C(F)(F)F)NC1CCCCC1	-4	7	-2	2	2	-1	-6
COc1ccc(CCN2C(=O)CSC2=Nc2ccc(C(C)C)cc2)cc1OC	.	1	-4	.	-5	-7	1
Cc1ccc(NC(=O)c2cc(=O)c3ccccc3o2)c(C)c1	.	0	-1	.	-2	-4	-23
Cc1nnc(SCc2nc3scc(-c4ccccc4)c3c(=O)[nH]2)s1	3	3	11	-20	-2	1	-6
COc1cccc(C#Cc2ccc3c(c2)O[C@H](CN(C)C(=O)c2ccccn2)[C@@H](C)CN([C@@H](C)CO)S3(=O)=O)c1	0	-4	6	2	.	-8	1
COc1ccc(Cl)cc1-c1cc(C(=O)NCc2cccc(C(F)(F)F)c2)[nH]n1	-9	0	.	-4	.	0	9
O=C(NC(=S)Nc1ccc2[nH]c(=O)[nH]c2c1)c1ccccc1[N+](=O)[O-]	-9	2	-3	-3	6	-12	-2
COc1ccc(C2=NN(CCC(=O)NC3CCC(C)CC3)C(=O)CC2)cc1 (stereo not given)	2	-1	-1	17	0	88*	8
Cc1sc2ncn(CC(=O)N3CCC(C(N)=O)CC3)c(=O)c2c1S(=O)(=O)N1CCOCC1	-2	-2	-5	-3	0	-4	-2
CC(=O)Nc1ccc(NC(=O)CN2C(=O)COc3ccc(S(=O)(=O)N4CCCCC4)cc32)cc1	-6	0	-2	-25	3	-4	7
CC(CC12CC3CC(CC(C3)C1)C2)NCc1ccccc1O (stereo not given)	-22	3	-4	-6	20	-2	7
Cn1c(N)c(C(=O)CSc2n[nH]c(-c3ccccc3)n2)c(=O)n(C)c1=O	-5	-4	-3	0	0	0	-10
Cc1cc(C)cc(NC(=S)N2CCN(c3ncccn3)CC2)c1	5	.	2	3	8	-1	-1
CCOC(=O)c1cc(NC(=O)/C=C\C(=O)O)ccc1Cl	.	-1	-4	.	11	3	-1
Going on with the list.
SMILES	esBAF inh	Casp6 inh	SIRT5 inh	Statin myotox sup	FN deposition inh	S100A4 MyoIIA	LGR2 inh
O=C(c1ccc2[nH]ccc2c1)N1CCCC(Nc2ccccc2)C1 (stereo not given)	1	0	0	9	9	6	0
Cc1[nH]c2ccccc2c1C(=O)C(=O)NCc1nnnn1-c1ccc(F)c(F)c1	-4	1	.	-4	-19	0	7
C[C@@H]1CN([C@H](C)CO)C(=O)c2cc(/C=C/c3ccccc3)cnc2O[C@H]1CN(C)S(C)(=O)=O	1	1	-17	-8	1	-1	-20
Nc1nc2c(nc(N3CCCCC3)n2[C@@H]2O[C@H](CO)[C@@H](O)[C@H]2O)c(=O)[nH]1	.	-3	-1	.	-10	-3	-13
CCCN1C[C@H](C)[C@@H](OC)CN(C)C(=O)c2ccc(NC(=O)C3CCOCC3)cc2OC[C@H]1C	-2	-2	-2	2	1	?	14
C[C@@H](O)C#Cc1ccc([C@H]2[C@H]3CN(CC4CCOCC4)CCCCN3[C@H]2CO)cc1	.	-2	-4	.	.	-2	.
CCn1nc(NC(=O)Cc2ccc(OC)cc2)c2cc3cccc(C)c3nc21	.	1	-2	.	-7	3	3
C[C@H](CO)N1C[C@H](C)[C@@H](CN(C)Cc2ccc(Oc3ccccc3)cc2)Oc2c(NC(=O)c3ccc(-c4nccs4)cc3)cccc2C1=O	6	-2	16*	-26	.	3	9
C/C=C/c1cc(CN2CCN(c3ccc(OC)cc3)CC2)c(O)c(OC)c1	-5	.	-4	9	-3	-1	19
Nc1ccc(SCc2nc3cccc4c3n2CCC4)cc1	.	-1	-2	.	-1	-4	-11
CCOC(=O)c1c(NC(=O)Cn2nc(C(=O)O)c3ccccc3c2=O)sc(CC)c1C	-3	0	-2	1	3	13	.
COc1ccccc1NC(=O)N[C@@H]1CC[C@@H](CC(=O)N[C@@H](C)c2ccccc2)O[C@H]1CO	-4	0	3	-1	-14	-4	5
O=C(O)C1C=CC(C(=O)O)c2ccccc21 (stereo not given)	.	-1	.	.	-9	2	13
N#CC1=C(N)Oc2cc(N)ccc2C1C1CCCCC1 (stereo not given)	14	.	.	-9	18	.	.
O=C(NCC[C@@H]1CC[C@@H](NC(=O)C2CCC2)[C@H](CO)O1)Nc1ccc(Cl)cc1	26	-1	1	-10	.	3	-21
CC(=O)c1cc(F)ccc1OCC(=O)N1CCCc2ccccc21	4	2	1	-5	-2	-1	-6
Cc1cccc(-c2ccc([C@@H]3[C@@H](CO)N4C(=O)CN(C(=O)Cc5ccccn5)C[C@H]34)cc2)c1	.	1	-3	.	.	-3	-6
C[C@@H]1CN([C@H](C)CO)C(=O)c2cc(NC(=O)Nc3ccc(F)cc3)ccc2O[C@H]1CN(C)S(=O)(=O)c1ccccc1	-7	2	0	-27	.	-12	5
O=C(C[C@H]1CC[C@H]2[C@@H](COC[C@H](O)CN2Cc2ccc3c(c2)OCO3)O1)N1CCCCC1	1	.	.	-6	-4	.	-11
Cc1ccc(OCCC(=O)OCC(=O)NC(=O)NC2CCCCC2)cc1	2	0	1	0	8	15	3
COc1ccc2c3c(n(C)c2c1)[C@H](CO)N(S(=O)(=O)c1ccc(C)cc1)CC31CCN(S(=O)(=O)c2ccc(C)cc2)CC1	.	1	7	.	.	-5	-3
CCOC(=O)CCNc1n[nH]c(=O)[nH]c1=O	-2	2	-3	11	.	10	12
COc1cccc(S(=O)(=O)N(C)C[C@H]2Oc3ncc(-c4cccc(C(=O)N(C)C)c4)cc3C(=O)N([C@H](C)CO)C[C@@H]2C)c1	4	-1	-2	-11	9	13	18
COc1cccc(NC(=O)Nc2ccc3c(c2)CCC3)c1	?	-1	-2	-1	-1	1	-47
CCc1ccc(-c2nc(SCC(=O)NC3CCS(=O)(=O)C3)n[nH]2)cc1 (stereo not given)	23	1	-5	-5	-2	-6	-2
(continued)
SMILES	esBAF inh	Casp6 inh	SIRT5 inh	Statin myotox sup	FN deposition inh	S100A4 MyoIIA	LGR2 inh
CC(C)(C)OC(=O)NCCCC[C@H](NC(=O)c1nc[nH]c1C(=O)NCC(=O)OCc1ccccc1)C(=O)OC(C)(C)C	-1	-5	24*	0	2	2	22
COc1ccc(C(=O)Nc2ccc3c(c2)C(=O)N(C)[C@@H]2CC[C@@H](CC(=O)NCC4CC4)O[C@H]2CO3)cc1	0	-1	-3	17	-2	-10	9
O=C(COC(=O)c1nc(Cl)ccc1Cl)NC1CCCCCC1	2	0	1	4	.	-5	5
O=C1OC2(CCCC2)OC(=O)C1=Cc1c[nH]c2ccccc12	.	0	3	.	-5	18	11
CCCC(=O)Nc1ccc(C#Cc2ccccc2)cc1	54*	.	.	-4	3	.	.
CN1C(=O)c2cc(NC(=O)c3cnccn3)ccc2OC[C@@H]2O[C@H](CC(=O)NCC3CC3)CC[C@@H]21	.	-2	-5	.	-3	2	17
C[C@H]1CN([C@@H](C)CO)S(=O)(=O)c2ccc(C#CC3CCCC3)cc2O[C@@H]1CN(C)C(=O)Cc1ccncc1	9	-3	6	-75	12	-19	5
O=C(O)COCC(=O)Nc1ccc(-n2nc(C(F)(F)F)cc2-c2cccs2)cc1	.	-3	-4	.	2	-4	16
CC(=O)N/C(=C/c1cccnc1)C(=O)Nc1ccc(Cl)cc1	6	0	.	-4	-1	-3	-5
C/C=C/c1cccc(-c2nc(C(=O)NC3CCCC3)cc3c2[C@@H](CCO)N(S(=O)C(C)(C)C)C3)c1 (stereo not given in full)	-10	10	4	-11	-3	-9	-14
COc1cc2c(cc1OC)CN(C(=O)c1cc(Cl)nc(Cl)c1)CC2	2	4	-4	4	-4	-2	12
CN1C(=O)c2cc(NC(=O)NC3CCCC3)ccc2OC[C@H]2O[C@@H](CC(=O)NCC3CC3)CC[C@@H]21	.	3	3	.	3	1	22
Nc1nc(-c2ccccc2)c(-c2ccccc2)n1N	-2	-6	2	-9	-5	-2	3
C[C@@H]1CN([C@@H](C)CO)C(=O)c2cc(NC(=O)NC3CCCCC3)ccc2O[C@@H]1CN(C)S(C)(=O)=O	-1	1	-1	-13	-4	19	15
O=C(Nc1ccccc1)c1cnc(-c2ccccc2)nc1-c1ccccc1	-5	.	.	10	-14	.	.
Cn1cc([C@]2(O)C(=O)Nc3ccc(F)cc32)c2ccccc21	.	1	0	.	-4	2	-10
O=C(c1ccco1)N1CCN(C(=O)c2cnn(-c3ccc(Cl)cc3)c2C2CCNCC2)CC1	-2	-11	2	27	2	-3	14
C[C@H]1CCCCO[C@H](CN(C)CC2CCCCC2)[C@@H](C)CN([C@@H](C)CO)C(=O)c2cc(NS(=O)(=O)c3ccccc3)ccc2O1	7&-1	2&3	-8&-2	-31&-84	-2	-2&-3	-7
COCC(=O)N(C)C[C@@H]1Oc2ncc(C#Cc3ccc(OC)cc3)cc2C(=O)N([C@@H](C)CO)C[C@H]1C	14	1	0	18	.	-8	-2
CC(Oc1ccc2c3c(c(=O)oc2c1)CCCC3)C(=O)NCCCn1ccnc1 (stereo not given)	-8	-4	-8	6	7	-14	8
CC(=O)c1c(Cl)nc2ccc(Br)cc2c1-c1ccccc1	-6	4	0	-31	11	-5	.

Looked up by compound from the entries so far:
SMILES	esBAF inh	Casp6 inh	SIRT5 inh	Statin myotox sup	FN deposition inh	S100A4 MyoIIA	LGR2 inh
C[C@@H]1CN([C@@H](C)CO)C(=O)c2cc(NC(=O)NC3CCCCC3)ccc2O[C@@H]1CN(C)S(C)(=O)=O	-1	1	-1	-13	-4	19	15
CN1C(=O)c2cc(NC(=O)c3cnccn3)ccc2OC[C@@H]2O[C@H](CC(=O)NCC3CC3)CC[C@@H]21	.	-2	-5	.	-3	2	17
Cn1cc([C@]2(O)C(=O)Nc3ccc(F)cc32)c2ccccc21	.	1	0	.	-4	2	-10
